UBC13 inh = blocks human UBC13 polyubiquitin chain formation; P61088; AID 485273; TR-FRET; inhibition, % at 20 µM; 0.47% of 330,000 active; in the data active = inhibition above about 45%, passing the limit was not always enough
Target sequence (P61088 whole entry, looked up): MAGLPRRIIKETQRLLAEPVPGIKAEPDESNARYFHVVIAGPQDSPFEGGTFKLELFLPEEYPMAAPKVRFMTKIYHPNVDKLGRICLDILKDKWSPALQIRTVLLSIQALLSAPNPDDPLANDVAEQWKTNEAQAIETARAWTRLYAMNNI
EBI2 block = antagonists of human EBI2 receptor; inhibition, % at 5 µM; 0.81% of 360,000 active; EBI2 beta-arrestin recruitment, luminescence, 7a,25-OHC stimulated; in the data active = inhibition above about 38%;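 note: enzyme fragment complementation signal reports receptor beta-arrestin coupling in cells; 0% = agonist plus DMSO wells and 100% = wells without agonist; some results beyond the cut were filed as inactive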
Target sequence (P32249 whole entry, looked up, the tested form may be a part): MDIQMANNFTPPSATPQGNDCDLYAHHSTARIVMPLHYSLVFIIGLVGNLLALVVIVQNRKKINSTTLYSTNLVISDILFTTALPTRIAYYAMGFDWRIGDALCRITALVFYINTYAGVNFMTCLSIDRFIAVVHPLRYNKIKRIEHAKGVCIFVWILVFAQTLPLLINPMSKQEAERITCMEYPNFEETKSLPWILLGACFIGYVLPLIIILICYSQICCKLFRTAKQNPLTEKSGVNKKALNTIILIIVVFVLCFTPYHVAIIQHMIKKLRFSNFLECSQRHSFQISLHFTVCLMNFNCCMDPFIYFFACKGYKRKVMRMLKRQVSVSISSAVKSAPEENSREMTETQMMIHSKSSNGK
Jurkat NFkB inh = lowers PMA/ionomycin-induced NF-kB signal in Jurkat cells; PMA/ionomycin-induced NF-kB luciferase reporter, luminescence; inhibition, % at 4 µM; 0.53% of 330,000 active; in the data active = inhibition above about 50%
APJ antagonist = antagonists of human APJ apelin receptor | P35414 | 0.32% of 330,000 active | inhibition, % at 20 µM | AID 2521 | CHO-K1 APJ beta-arrestin complementation, luminescence;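 active = inhibition above about 40% at 20 µM, limit read from the data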;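 note: cells challenged with 10 nM apelin-13 agonist together with compound; plate controls were apelin-13 plus DMSO wells for no effect and DMSO wells lacking apelin-13 for full effect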
697 NFkB inh = lowers PMA/ionomycin-induced NF-kB signal in 697 B cells. 697 B-cell NF-kB luciferase reporter, 16 h. inhibition, % at 4 µM. 0.33% of 330,000 active. AID 435022; in the data active = inhibition above about 35%
CCR6 antag = antagonists of human CCR6 receptor; P51684; AID 493098; 0.49% of 340,000 active; CHO-K1 CCR6 PathHunter beta-arrestin, luminescence, CCL20-stimulated; inhibition, % at 20 µM;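 active = compounds whose inhibition of the agonist-driven luminescence signal at 20 µM reaches about 50%, limit read from the data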;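 note: cells stimulated with CCL20 at 14 nM final; plate controls were DMSO with CCL20 for no effect and DMSO without agonist for full effect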
Target sequence (P51684 whole entry, looked up): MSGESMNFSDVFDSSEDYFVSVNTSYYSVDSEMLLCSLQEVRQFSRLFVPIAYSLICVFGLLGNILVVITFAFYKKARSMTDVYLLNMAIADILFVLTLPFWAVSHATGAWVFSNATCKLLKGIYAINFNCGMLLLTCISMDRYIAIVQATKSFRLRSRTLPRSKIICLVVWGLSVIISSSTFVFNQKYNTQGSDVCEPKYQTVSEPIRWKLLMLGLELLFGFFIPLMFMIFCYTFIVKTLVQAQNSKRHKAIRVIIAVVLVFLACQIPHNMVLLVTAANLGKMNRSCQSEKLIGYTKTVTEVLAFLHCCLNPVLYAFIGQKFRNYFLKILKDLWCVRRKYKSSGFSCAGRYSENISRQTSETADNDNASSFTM
Gli-Sufu antag = antagonists of Gli-Sufu signaling | inhibition, % at 5 µM | Sufu-KO-LIGHT fibroblasts, Gli luciferase reporter luminescence | AID 588413 | 0.74% of 340,000 active;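 active = inhibition above about 55%, limit read from the data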;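 note: 0% = DMSO-treated cells and 100% = wells with medium but no cells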
CXCR6 block = CXCR6 (human) receptor inhibition; CHO-K1 PathHunter CXCR6 beta-arrestin, luminescence; inhibition, % at 20 µM; 0.36% of 360,000 active; O00574; in the data active = inhibition above about 34%, passing the limit was not always enough;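 note: antagonist mode with CXCL16 agonist at 10 nM final; 0% = 10 nM CXCL16 with DMSO and 100% = unstimulated wells without agonist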
* hit, by the source's call; · = no result given.

SMILES	UBC13 inh	EBI2 block	Jurkat NFkB inh	APJ antagonist	697 NFkB inh	CCR6 antag	Gli-Sufu antag	CXCR6 block
Cc1cccc(N2C(=O)C3C4C=CC(C4)C3C2=O)c1 (stereo unspecified)	3	7	-11	12	5	-3	6	-3
Cc1ccc(-c2nc3cccnc3o2)cc1NC(=O)COc1ccc(C(C)(C)C)cc1	2	-19	-25	-26	-49	-21	2	-13
CC(C)c1nnc(NC(=O)C2CCCO2)s1 (stereo unspecified)	-17	8	-10	-8	-13	-1	-21	-6
CNc1nnc(-c2ccc(OC)cc2)s1	0	-5	-66	5	-64	-4	-25	-2
CSc1ccccc1NC(=O)c1ccccc1N(C)S(C)(=O)=O	3	-5	-8	15	11	29	-8	0
CC(C)Sc1nnc(CNC(=O)C23CC4CC(CC(C4)C2)C3)n1Cc1ccccc1	6	-5	0	-15	-34	-1	12	5
CCCN1C2CCCC1CC(NC(=O)C1CCCCC1)C2 (stereo unspecified)	-1	-12	2	-1	11	9	9	4
Cn1nc(-c2ccc(Cl)cc2)c2cc(C(=O)N3CCN(C(=O)c4ccco4)CC3)sc21	8	21	-1	8	7	9	-6	-10
O=C(CSc1ccc2nnc(-c3ccc(Cl)cc3)n2n1)N1CCCC1	-11	-4	-1	-39	-26	1	9	5
COc1ccc(CNC(=O)c2nnn(Cc3ccc(OC)cc3)c2N)cc1	-3	8	-12	9	9	0	10	4
COC(=O)[C@]1(Cc2ccccc2)N[C@H](CN(C)C(=O)c2ccc(C)cc2)[C@@H]2C(=O)N(C)C(=O)[C@@H]21	12	4	-6	1	8	0	1	-4
COc1ccc(NC(=O)CN2CCN(CC(=O)Nc3ccc(OC)c(OC)c3)CC2)cc1	-1	-3	6	8	20	-18	-4	-15
NC(=O)C1CCN(c2nc(-c3cc4ccccc4o3)cs2)CC1	7	-8	2	1	1	-8	-34	-13
Cc1ccc(-n2ncc(C(=O)N3CCc4ccccc4C3)c2NC(=O)c2ccco2)cc1C	14	3	4	9	16	-4	-2	0
CCOc1ccc(C(CC(=O)O)NC(=O)c2sc3ccccc3c2Cl)cc1 (stereo unspecified)	2	-3	-11	3	-8	-2	-6	24
O=C(CNC(=O)c1cccc(F)c1)N/N=C/c1ccc([N+](=O)[O-])s1	-39	-7	3	-7	-3	-4	10	-18
Cn1c(=O)[nH]c(=O)c2c1nc(NN)n2CCOc1ccccc1	-27	1	-5	-12	8	-4	1	-2
CCN1CCN(CCCNC(=O)CCC(=O)N2CCOc3ccc(Cl)cc32)CC1	-2	1	1	0	2	7	8	-4
Cc1cc(C)c(OCC(=O)Nc2ccccn2)c([N+](=O)[O-])c1	-10	-14	-7	-11	-11	10	-8	6
O=C(Nc1cc(S(=O)(=O)Nc2ccc(Cl)cc2)ccc1O)c1ccc(S(=O)(=O)N2CCCCCC2)cc1	12	10	2	-14	-5	9	3	3
O=C(O)c1cc(S(=O)(=O)Nc2ccc3cn[nH]c3c2)ccc1Br	-14	-12	-5	-55	17	-5	-14	-14
COc1cccc2c1C(=O)CC1C2CCC2CC(=O)CCC21C (stereo unspecified)	6	3	-2	10	8	14	4	13
COc1cccc(OC)c1OCC(C)CNCC1CCCO1 (stereo unspecified)	-5	-2	3	-15	9	-6	·	-9
CCCCc1cc(=O)oc2c3c(cc(OCC(=O)N4CCC[C@H]4C(=O)O)c12)OC(C)(C)CC3	0	1	-3	-52	9	4	0	-13
COc1ccc(NC(=O)CC(C)CC(=O)NCc2ccccc2)c(OC)c1 (stereo unspecified)	2	-7	-51	0	-38	0	-21	-1
COc1cc(C(=O)NCc2ccc(-c3nc4ccccc4s3)cc2)cc(OC)c1OC	12	9	-63	4	-43	8	-25	0
O=C(NC(=S)Nc1ccc(S(=O)(=O)Nc2ncccn2)cc1)c1cccc(Br)c1	-7	1	12	22	21	30	6	12
CSc1nc(NC(C)=O)nc(C)c1Cl	·	2	·	·	·	-7	-14	-8
COc1ccc(CCNC(=O)c2ccc(N(C)S(=O)(=O)c3ccc(C)cc3)cc2)cc1	3	17	-1	-8	8	27	10	-1
COCc1nc2ccccc2n1Cc1cccc(C)c1	-1	0	-17	3	-20	4	2	11
CCOCCCNC(=O)c1cc2c(=O)n(CC)c3ccccc3c2s1	26	6	-5	5	17	8	25	12
Cc1ccc(CN2CCN(Cc3cnc(C)s3)CC2CCO)cc1 (stereo unspecified)	-11	-4	-12	-5	-17	-5	8	-4
CCc1cc(=O)oc2cc(C)cc(OC(C)C(=O)NCc3ccccn3)c12 (stereo unspecified)	10	-2	0	12	12	-6	-11	-5
CN(Cc1c(C(=O)N/N=C/c2cccc(Cl)c2)nnn1-c1nonc1N)c1ccccc1	-7	2	7	4	2	-1	7	2
O=C(CCSCCC(=O)NCc1ccc(F)cc1)NCc1ccc(F)cc1	18	2	-2	0	2	2	-6	6
COc1cc(/C=N/NC(=O)CCC(=O)Nc2ccc(F)cc2)ccc1O	6	1	-26	-19	5	2	4	-1
CCN(CC)C(=O)COc1c(-c2ccco2)oc2ccccc2c1=O	-11	2	11	9	-33	-7	-19	8
Cc1ccc2nc(NNC(=O)c3ccc(S(=O)(=O)N4CCc5ccccc5C4)cc3)sc2c1	-69	-11	0	-12	-40	19	-33	9
O=c1c(Cl)c(Cl)cnn1Cc1nnc(-c2ccc(Cl)cc2)o1	·	36	·	·	·	7	14	24
O=C(O)CN1C(c2ccccc2O)Nc2ccc(Br)cc2C1c1ccccc1 (stereo unspecified)	-10	-3	-2	-9	-13	-2	-9	11
Cc1nn(-c2ccc(Cl)cc2)c2sc(C(=O)c3c(N)n(C)c(=O)n(C)c3=O)cc12	9	18	6	2	-19	-6	11	-5
Cc1ccc(C(=O)N/C(=C/c2ccco2)C(=O)N2CCCCCC2)cc1	-6	-3	-4	3	-3	18	3	5
Cc1cc(OCCCn2cnc3ccccc3c2=O)ccc1[N+](=O)[O-]	4	25	5	-9	-10	5	6	5
O=C(CCCSc1nnnn1-c1cccc2ccccc12)c1ccc(F)cc1	13	12	11	8	8	17	2	-1
COc1cc(NC(=S)NC(=O)C(C)C)ccc1NC(=O)c1cc2ccccc2o1	3	18	-47	-12	-29	14	9	0
Cc1c(NS(=O)(=O)c2cccc(C(=O)NCc3ccc(Cl)cc3)c2)c(=O)n(-c2ccccc2)n1C	3	3	-2	1	-9	10	6	2
CC(C)(/C=N/O)N(O)C=C1C=CC(=O)C=C1	9	-13	-3	-21	-45	6	4	-12
Cc1cccc(NC(=O)CCNS(=O)(=O)c2cc(Br)cnc2N)c1C	16	-8	2	16	-19	9	21	2
CCC1CCCCN1C(=O)c1ccc([N+](=O)[O-])o1 (stereo unspecified)	-12	1	-5	-6	15	-4	15	-10
CSc1nnc2c(n1)OC(C)=Nc1ccccc1-2	-12	-2	-4	15	6	1	5	2
Cc1cc(C=C2C(=O)c3ccccc3C2=O)c(C)n1-c1ccccc1	-19	24	-9	-10	-31	24	12	9
COc1cc(NC(=O)c2ccc3c(c2)OCO3)c2ncccc2c1	-3	5	-36	7	-31	14	-11	0
Cc1cccc(CC(C)NC(=O)CCc2nnc(CCCCc3ccccc3)o2)n1 (stereo unspecified)	7	4	2	12	13	2	13	10
CCn1cc(C(=O)N[C@@H](C)C(=O)NCCCO)c(=O)c2cc3c(cc21)OCO3	5	3	0	11	20	3	-19	3
O=c1nc2n(Cc3ccccc3)c3ccccc3cc-2c(=O)[nH]1	5	·	0	-4	-10	·	·	·
COc1ccc(OC)c(N(CC(=O)NC2CC3CCC2C3)S(=O)(=O)c2ccccc2)c1 (stereo unspecified)	0	20	-6	25	6	27	23	4

Other compounds:
SMILES	UBC13 inh	EBI2 block	Jurkat NFkB inh	APJ antagonist	697 NFkB inh	CCR6 antag	Gli-Sufu antag	CXCR6 block
CC(=O)Nc1c2c(nn1-c1ccc(C)cc1C)CSC2	4	-3	11	12	16	11	-2	-3
CCN(CC)C(=O)[C@H]1C[C@H](CC(=O)NCc2ccc(OC)c(OC)c2)C(=O)N2CCc3c([nH]c4cc(CCC(=O)N(C)C)ccc34)[C@]12C	·	1	·	·	22	21	-3	-3
Cc1ccccc1NC(=O)Cn1nnc2c(cnn2-c2ccc(F)cc2)c1=O	-4	0	-18	9	-29	11	-11	-1
CCN1CCN(c2ccc(S(=O)(=O)N3CCCCC3)cc2NC(=O)c2ccc(C)c(C)c2)CC1	·	11	·	·	·	18	2	16
O=C(Nc1ccccc1N1CCCC1)c1ccc([N+](=O)[O-])cc1Cl	-4	-6	-17	-21	-17	7	·	-9
NS(=O)(=O)c1ccc(CCNC(=O)C2CCCCC2)cc1	6	-9	5	-12	25	-4	0	4
NNC(=O)c1ccc(Cn2cc(Cl)cn2)o1	0	-13	-12	-8	-11	-5	-2	-16
O=C(Nc1ccccc1N1CCCC1)c1ccccc1Cl	8	0	3	19	11	15	1	2
CCCc1nc2ccccc2n1Cc1ccccc1OC	6	-3	-8	-4	12	22	14	11
COc1ccc(CNC(=O)C[C@H]2C[C@H](C(=O)N3CCOCC3)[C@@]3(C)c4[nH]c5cc(-c6ccco6)ccc5c4CCN3C2=O)cc1OC	·	3	·	·	-14	3	-10	1
O=C(Nc1cc([N+](=O)[O-])ccc1N1CCOCC1)c1cccs1	3	9	14	15	-13	20	-22	6
CCOc1ccc(NC(=S)Nc2cccc3ccccc23)cc1	-24	56*	-34	-111	-81	3	-24	-3
COc1ccccc1N1CCN(/N=C/c2c(C)nn(-c3ccccc3)c2C)CC1	8	21	-7	-14	-4	-15	0	28
CN(CC(=O)Nc1ccc(F)cc1)C(=O)COC(=O)CN1C(=O)NC2(CCCC2)C1=O	-2	-13	-9	8	-6	3	16	46*
CC(=O)c1cccc(N(C(=O)CNC(=O)c2ccco2)C(C(=O)NCC2CCCO2)c2ccccc2)c1 (stereo unspecified)	0	-7	-2	1	2	-3	18	4
O=C(COC(=O)c1ccc(O)cc1)Nc1ccc(Cl)cc1	8	·	-10	-7	13	-6	-2	·
O=C(CN1CCN(CC(=O)Nc2ccccc2F)CC1)Nc1cccc(F)c1	3	-2	1	17	4	10	-1	-10
CC(=O)N1CCc2c(sc(NC(=O)CCS(=O)(=O)c3ccc(C)cc3)c2C#N)C1	0	-9	8	5	13	8	7	2
CCN1CCN(C(=O)CCc2nc3ccccc3c(=O)[nH]2)CC1	-2	3	13	8	5	-3	6	-8
O=C(Nc1cccc(F)c1)c1ccc(-c2ccccc2Cl)o1	17	0	-68	8	10	14	-25	-11
O=C(CN1C(=O)c2cccnc2Oc2ccc(Cl)cc21)NC1CCCCCC1	2	1	6	24	-4	12	18	-6
CC(=O)c1ccc(N2CCN(S(=O)(=O)c3c(C)[nH]c(C)c3C(=O)N3CCCCC3)CC2)cc1	-14	-4	-2	-7	-9	-9	31	15
Cc1cc(C)n(-c2nc(C)nc(N)n2)n1	-7	-8	-1	-3	-16	1	2	-9
CCN(CC(=O)Nc1ccccc1C(F)(F)F)C(=O)c1ccc(N2C(=O)CCC2=O)cc1	-7	5	2	-22	-21	-2	2	4
COc1ccc(CCC(=O)NC2CCC(C)CC2)cc1 (stereo unspecified)	0	19	-2	4	-1	20	-9	5
Cc1nnn(C23CC4CC(CC(C(=O)NN)(C4)C2)C3)n1	6	1	7	-10	31	-3	-12	-6
COC(=O)C1=COC(OC2OC(CO)C(O)C(O)C2O)C2C1C=CC2(O)CO (stereo unspecified)	-8	-5	-17	3	10	7	0	-1
CSc1ncccc1C(=O)N1CCN(S(=O)(=O)c2ccc(C)cc2)CC1	0	2	19	13	6	6	-1	-1

Compound activity as filed in PubChem.

Outcome played no part in choosing rows; any-hit rate near 3%.
